TDP1 cell noCPT: qHTS for Inhibitors of human tyrosyl-DNA phosphodiesterase 1 (TDP1): qHTS in cells in absence of CPT | DT40 Tdp1-/- hTDP1 cells, no CPT, ATP luminescence, 48 h | 420,000 tested, 15% active | AID 686978, 2013 | Potency, µM (titrated, usually from 46.2 µM), for the others: top-dose activity change, negative = growth inhibition, hits mostly inhibitors; note: nearly all actives have a fitted effect of over 55% in size
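Luminescent ATP content (CellTiter-Glo) served as the growth readout. Knockout chicken DT40 cells expressing human TDP1 were exposed to compounds without camptothecin for a minimum 48 hr at 37 °C.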
GCN5L2 inh: qHTS Assay for Inhibitors of GCN5L2 | 390,000 tested, 0.21% active | Histone acetyltransferase KAT2A (Homo sapiens), Q92830 | Potency, µM (highest dose often 58.9 µM), without a hit: at the highest dose activity change, negative = inhibition, most hits filed as inhibitors | GCN5L2 HAT assay, ThioGlo1 CoA-SH fluorescence
Target sequence (Q92830 whole entry, looked up): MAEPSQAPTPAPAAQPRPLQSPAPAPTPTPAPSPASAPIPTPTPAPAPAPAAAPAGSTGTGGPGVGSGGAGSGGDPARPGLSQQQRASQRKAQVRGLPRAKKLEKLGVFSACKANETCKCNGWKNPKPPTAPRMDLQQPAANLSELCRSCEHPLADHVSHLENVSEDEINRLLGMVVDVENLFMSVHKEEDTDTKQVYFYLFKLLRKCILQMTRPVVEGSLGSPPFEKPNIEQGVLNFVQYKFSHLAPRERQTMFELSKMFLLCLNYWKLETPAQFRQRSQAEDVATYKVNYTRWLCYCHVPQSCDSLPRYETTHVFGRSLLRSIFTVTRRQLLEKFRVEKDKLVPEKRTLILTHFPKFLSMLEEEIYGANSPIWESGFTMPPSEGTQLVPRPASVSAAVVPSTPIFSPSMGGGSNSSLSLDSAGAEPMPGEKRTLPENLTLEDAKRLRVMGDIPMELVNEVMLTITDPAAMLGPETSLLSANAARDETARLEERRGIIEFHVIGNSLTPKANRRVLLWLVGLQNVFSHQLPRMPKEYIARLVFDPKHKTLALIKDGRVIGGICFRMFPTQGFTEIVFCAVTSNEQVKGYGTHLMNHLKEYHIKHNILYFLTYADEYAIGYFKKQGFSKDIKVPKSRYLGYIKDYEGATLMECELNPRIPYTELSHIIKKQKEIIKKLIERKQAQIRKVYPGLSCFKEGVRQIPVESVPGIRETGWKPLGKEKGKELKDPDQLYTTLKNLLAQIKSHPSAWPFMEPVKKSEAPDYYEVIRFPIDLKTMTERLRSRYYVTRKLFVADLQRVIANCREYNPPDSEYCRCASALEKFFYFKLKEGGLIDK
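Preincubate 20nM GCN5L2 with compound 15 min, RT → add 50uM ThioGlo1 + 75uM H3(1-25) + 70uM acetyl-CoA → read fluorescence 0 and 20 min. Primary qHTS; fluorescent artifacts likely.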
DT40 TDP1 CPT: qHTS for Inhibitors of human tyrosyl-DNA phosphodiesterase 1 (TDP1): qHTS in cells in presence of CPT; chicken DT40 Tdp1-/-;hTDP1 cells + 20 nM CPT, ATP luminescence, 48 h; Potency, µM (top dose mostly 46.2 µM), for inactives: at the top dose activity change, negative = growth inhibition, hits mostly inhibitors; 420,000 tested, 12% active; AID 686979, 2013; note: nearly all actives have a fitted effect of over 55% in size
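Cell growth measured by CellTiter-Glo luminescence after a minimum 48 h, 37 C compound exposure with 20 nM CPT in Tdp1-knockout DT40 cells stably expressing hTDP1, seeded 400/well; qHTS titration format.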
* marks the source's active call; other numbers are inactive results; ? = inconclusive; . = no result given; & = joins results of further samples; [ ] = remark or other dose. Calls come from the whole dose curve; as a rule, active = well fitted curve in the direction sought with a large enough effect; inconclusive = small, poorly fitted or top-dose-only effect, or another doubt; inactive = no such curve, though single readings can be large; an effect the other way counts as inactive or inconclusive. % is set by controls: 0 for no effect and ±100 for the full control effect; potency is the fitted concentration of half-maximal effect. A portion of the library; rates above refer to the full screens.

SMILES | TDP1 cell noCPT | GCN5L2 inh | DT40 TDP1 CPT
Cc1ccc(C)c(OCC(=O)N2CCN(Cc3ccc4c(c3)OCO4)CC2)c1 | ? | -5% | ?
Cc1ccc(S(=O)(=O)Nc2cc(C(=O)N3CCC4(CC3)OCCO4)ccc2N2CCCCC2)cc1 | ? | -7% | ?
C[C@]12CC[C@H](O)C[C@H]1CC[C@@H]1[C@@H]2CC[C@]2(C)[C@@H](C3=CC(=O)OC3)CC[C@]12O | 12µM* | -10% | ?
Cc1cccc(CCNCc2cc3cccc(C)c3[nH]c2=O)c1 | 13µM* | 1% | 8.2µM*
CCNC(=O)N1Cc2ccccc2-n2nncc2C1 | -3% | . | 3%
O=C(NC(=O)c1c(F)cccc1F)Nc1cc(Cl)c(F)c(Cl)c1F | ? | 2% | -9%
Cc1nn(C2CCOC(C)(C)C2)c2c1C(c1ccc(OC(C)C)cc1)SCC(=O)N2 (stereo not given) | ? | -6% | ?
COC(=O)C1=C(c2ccc(F)cc2OCc2ccccc2)C[C@@H]2CC[C@H]1N2C(=O)NCc1ccc2[nH]ccc2c1 | ? | -11% | ?
Cc1ncc2n1-c1ccc(Cl)cc1C(c1ccccc1F)=NC2 | ? | -9%&-1% | ?
CC/C(=N\NC(N)=O)c1c(O)[nH]c(=O)[nH]c1=O | -8% | -6% | -6%
N=C1c2ccccc2CN1NC(=O)c1ccc(Br)cc1 | 2% | 4% | -15%
O=P1(c2ccccc2)Nc2ccccc2N1c1ccccc1 (stereo not given) | ? | . | ?
COc1ccc(C(=O)CN2CCCCC2)cc1 | -1% | -6% | -10%
CC(=O)C1C2c3ccccc3OC1(C)N=c1s/c(=C/c3cnn(C)c3)c(=O)n12 (stereo not given) | -30% | -11% | -8%
Nc1c(C(=O)OCC2CCCO2)c2nc3ccccc3nc2n1Cc1cccs1 (stereo not given) | 18µM* | -28% | ?
C=CC[C@@H](C)CC(=O)C(CCCN=[N+]=[N-])SOOc1ccccc1 (stereo not given in full) | ? | -9% | ?
CCC(=NCc1cccnc1)c1c(O)n(-c2ccccc2)c(=O)[nH]c1=O | 10% | 0% | 18%
CC(=NCc1ccco1)c1c(O)n(-c2ccccc2)c(=O)[nH]c1=O | 7% | 4% | 0%
Fc1ccccc1CCNCc1cccc2ccccc12 | ? | -2% | ?
Cc1cc(OCC(=O)NCc2ccncc2)c2c3c(c(=O)oc2c1)CCC3 | 3% | -11% | -22%
ON1C2CCCCC2N(O)C1c1ccccc1F (stereo not given) | 2% | -4% | -9%
CN1CCN(c2nc(N(C)C)oc(=O)c2C#N)CC1 | 3% | -12% | 0%
Clc1ccc(-c2csc3ncnc(Sc4nnnn4C4CC4)c23)cc1 | 3.2µM* | . | 5µM*
Cc1cc(C(=O)N2CCC3(CC2)OCCO3)cs1 | -7% | -8% | -16%
COCCCn1c(N)c(C(=O)Nc2ccccc2)c2nc3ccccc3nc21 | ? | -6% | 29µM*
SMILES | TDP1 cell noCPT | GCN5L2 inh | DT40 TDP1 CPT
O=c1[nH]cnc2[nH]ncc12 | -4%&5%&6% | 1%&-9%&-1% | ?
Cc1cccc(C)c1-n1nnnc1C(c1ccccc1OC(F)(F)F)N1CCC(n2c(=O)[nH]c3ccccc32)CC1 (stereo not given) | 5.8µM* | . | 8.2µM*
CCOC(=O)c1cccc(NC(=O)c2cc(S(=O)(=O)N3CCCC(C)C3)cn2C)c1 (stereo not given) | ? | 1% | ?
CCN1CCN(Cc2nc3ccc([N+](=O)[O-])cc3c(=O)n2-c2ccccc2F)CC1 | 0% | -13% | -14%
COc1ccc(N=C(C)c2c(O)n(C)c(=O)n(C)c2=O)c(OC)c1 | ? | -17% | ?
Cc1ccccc1-c1nc(CS(=O)CC(=O)N2CCC3(CC2)OCCO3)c(C)o1 (stereo not given) | -1% | -13% | -1%
c1ccc2c(CN3CCCCC3)c[nH]c2c1 | ? | -12% | 8.2µM*
CCCN(CCC)CCc1c[nH]c2ccc(C(N)=O)cc12 | -5%[92.5 µM] | ? | -9%[92.5 µM]
C[C@@H]1O[C@H](C[N+](C)(C)C)C[C@@H]1O | -5% | -4% | 16%
COc1ccc(NC(=O)c2oc3ccc(S(=O)(=O)N(C)C4CCCCC4)cc3c2C)cc1 | 8.2µM* | -2% | 10µM*
Cc1cccn2c(=O)c3c(nc12)N1CCC(Cc2ccccc2)CC1C1(C3)C(=O)N(C)C(=O)N(C)C1=O (stereo not given) | ? | -2% | 18µM*
CC(C)CN1CC[C@@]2(CCCN(C(=O)Oc3ccccc3)C2)C1 | -11% | -5% | 4%
COc1ccc(C(=O)CC(c2ccc3c(c2)OCO3)c2c(O)c3ccccc3oc2=O)cc1OC (stereo not given) | ? | . | -2%
COc1cccc(-n2c(CN3CCOCC3)nc3ccc([N+](=O)[O-])cc3c2=O)c1 | 6% | -16% | ?
CCOC(=O)C1=C(C)c2ccccc2OC1(C(=O)OCC)c1ccccc1 (stereo not given) | ? | -15% | ?
CCN(CC)CCN=C(C)c1c(O)n(-c2ccccc2OC)c(=O)[nH]c1=O | -10% | -2% | 0%
CC(=NCCN1CCCCC1)c1c(O)n(-c2ccc(Cl)cc2)c(=O)[nH]c1=O | -3% | -1% | 1%
CCOC(=O)C1CCN(C(C)C(=O)c2c[nH]c3ccccc23)CC1 (stereo not given) | -4% | -3% | -26%
COc1ccccc1N1C(=O)NC(=O)C(CCc2ccncc2)(CCc2ccncc2)C1=O | 2% | 0% | 1%
CSc1ccc(/C=C/c2nc3ccccc3c(=O)n2-c2cccc(Cl)c2C)cc1 | ? | 5% | ?
O=c1[nH]c(=S)n(C2CCCCC2)c(O)c1/C=N/N1CCOCC1 | ? | 1% | -1%
O=[N+]([O-])c1cccc2c([As](=O)(O)O)cccc12 | -1% | 0% | 35%[activator]
CCOP(=O)(OCC)C(Cc1ccccc1)NC(C)=O (stereo not given) | -11% | -1% | 1%
c1ccc2sc(SNC3CCCCC3)nc2c1 | ? | ? | -14%
COC12CC[C@@]3(C[C@@H]1C(C)(O)C(C)(C)C)[C@H]1Cc4ccc(O)c5c4[C@@]3(CCN1CC1CC1)[C@H]2O5 (stereo not given in full) | 24µM* | . | 24µM*

An excerpt from above in order of molar mass, highest first.
SMILES | TDP1 cell noCPT | GCN5L2 inh | DT40 TDP1 CPT
Cc1cccn2c(=O)c3c(nc12)N1CCC(Cc2ccccc2)CC1C1(C3)C(=O)N(C)C(=O)N(C)C1=O (stereo not given) | ? | -2% | 18µM*
COc1ccc(C(=O)CC(c2ccc3c(c2)OCO3)c2c(O)c3ccccc3oc2=O)cc1OC (stereo not given) | ? | . | -2%
COC12CC[C@@]3(C[C@@H]1C(C)(O)C(C)(C)C)[C@H]1Cc4ccc(O)c5c4[C@@]3(CCN1CC1CC1)[C@H]2O5 (stereo not given in full) | 24µM* | . | 24µM*
COc1ccc(NC(=O)c2oc3ccc(S(=O)(=O)N(C)C4CCCCC4)cc3c2C)cc1 | 8.2µM* | -2% | 10µM*
COc1ccccc1N1C(=O)NC(=O)C(CCc2ccncc2)(CCc2ccncc2)C1=O | 2% | 0% | 1%
CCOC(=O)c1cccc(NC(=O)c2cc(S(=O)(=O)N3CCCC(C)C3)cn2C)c1 (stereo not given) | ? | 1% | ?
CSc1ccc(/C=C/c2nc3ccccc3c(=O)n2-c2cccc(Cl)c2C)cc1 | ? | 5% | ?
CCN(CC)CCN=C(C)c1c(O)n(-c2ccccc2OC)c(=O)[nH]c1=O | -10% | -2% | 0%
CCOC(=O)C1=C(C)c2ccccc2OC1(C(=O)OCC)c1ccccc1 (stereo not given) | ? | -15% | ?
O=c1[nH]c(=S)n(C2CCCCC2)c(O)c1/C=N/N1CCOCC1 | ? | 1% | -1%
CCOC(=O)C1CCN(C(C)C(=O)c2c[nH]c3ccccc23)CC1 (stereo not given) | -4% | -3% | -26%
CC(C)CN1CC[C@@]2(CCCN(C(=O)Oc3ccccc3)C2)C1 | -11% | -5% | 4%
CCOP(=O)(OCC)C(Cc1ccccc1)NC(C)=O (stereo not given) | -11% | -1% | 1%
O=[N+]([O-])c1cccc2c([As](=O)(O)O)cccc12 | -1% | 0% | 35%[activator]
CCCN(CCC)CCc1c[nH]c2ccc(C(N)=O)cc12 | -5%[92.5 µM] | ? | -9%[92.5 µM]
c1ccc2sc(SNC3CCCCC3)nc2c1 | ? | ? | -14%
c1ccc2c(CN3CCCCC3)c[nH]c2c1 | ? | -12% | 8.2µM*
O=c1[nH]cnc2[nH]ncc12 | -4%&5%&6% | 1%&-9%&-1% | ?

Remaining list, next part.
SMILES | TDP1 cell noCPT | GCN5L2 inh | DT40 TDP1 CPT
O=C1CC(=O)N(Cc2ccccc2)C(=O)N1Cc1ccccc1 | -13% | . | -10%
CC1(C)C(O)CC(O)[C@]2(C)C1CC(=O)[C@]1(C)C2CC[C@@]2(C)C(c3ccoc3)OC(=O)C3OC321 (stereo not given in full) | -8% | -2% | ?
COC(=O)C1=C(c2ccc(OCc3ccccc3)cc2)C[C@@H]2CC[C@H]1N2C(=O)NCc1ccc(C(C)(C)C)cc1 | 9.2µM* | . | 12µM*
COc1ccc(CCNCc2cccn2C)cc1 | -3% | -1% | -11%
Clc1cc(I)cc(Cl)c1NC1=NCCN1 | -5% | 1% | -4%
Cc1ccc2c(c1)CC1(CN2C)C(=O)NC(=O)N(c2cccc(C)c2C)C1=O (stereo not given) | -6% | 1% | -19%
CCCCn1c(O)c(C(C)=NCc2cc(OC)cc(OC)c2)c(=O)[nH]c1=O | ? | 1% | ?
O=c1c2ccccc2nc(/C=C/c2cccc3ccccc23)n1-c1ccc(Cl)cc1 | 26µM* | -5% | 21µM*
Cc1ccc([N+](=O)[O-])cc1 | 15% | 1% | -9%
COc1cc2c(cc1OC)CN(c1ccc([N+](=O)[O-])c(C(F)(F)F)c1)CC2 | 21µM* | 17% | 16µM*
O=C(/C=C/c1ccccc1)NC(=S)N1C[C@H]2C[C@H](C1)c1cccc(=O)n1C2 | 20% | -3% | 1%
COC(=O)N(c1ccccc1)P(=O)(Oc1ccccc1)Oc1ccccc1 | ? | 1% | 4%
O=C(N/N=C/C1C(=O)NC(=S)N(c2ccccc2)C1=O)c1cc(Br)c(O)c(Br)c1 (stereo not given) | ? | -13% | 16µM*
CCC(CO)NC(=O)C1C=C2c3cccc4[nH]cc(c34)CC2N(C)C1 (stereo not given) | -14%&0% | -3%&-10% | -7%&-10%
c1ccc(CN2CCN(Cc3ccc4ccccc4c3)CC2)cc1 | 16µM* | 5% | 18µM*
Cc1ccc(NC(=O)c2ncn(CCCNCCN3CCOCC3)n2)cc1C | -12% | . | -13%
Cc1ccc(CCNC(=O)C2CCCN(Cc3nc(-c4cccc(Cl)c4)oc3C)C2)cc1 (stereo not given) | 15µM* | 4% | 12µM*
COc1ccc2nc3c(C)n(C)ccc-3c2c1 | ? | . | ?
COc1ccccc1NP1(=O)OCC(C)([N+](=O)[O-])CO1 (stereo not given) | -22% | . | -3%
O=C1NC(=S)N(c2ccccc2)C(=O)/C1=C/c1ccco1 | ? | ? | ?
COC(=O)C1=CO[C@H](C)[C@H]2CN3CC[C@@]4(C(=O)Nc5ccccc54)[C@@H]3C[C@H]12 | ? | . | 4%
COc1ccccc1N1CCN(C(=O)CCC(=O)Nc2nnc(CC(C)C)s2)CC1 | -18% | -3% | ?
CCOC(=O)C1=C(N)OC2=C(C(=O)CCC2)C12C(=O)N(C)c1ccccc12 (stereo not given) | -4% | 1% | 0%
CC1CCN2c3nc4ccccn4c(=O)c3CC3(C(=O)N(C)C(=O)N(C)C3=O)C2C1 (stereo not given) | -9% | -7% | 2%
Nc1ccc2nc3c(c(Cl)c2c1)CCCC3 | ? | -7% | -8%
Cc1cccnc1-n1c(-c2ccco2)nc2ccccc2c1=O | ? | -7% | -28%
CCOc1cc2c(cc1OCC)-n1cccc1C(c1ccccc1O)NC2 (stereo not given) | ? | -3% | 23µM*
Clc1ccccc1N1CCN(Cc2ccc3c(c2)OCO3)CC1 | ? | 4% | ?
CC12CCC(=O)C=C1CC(N1CC1)C1C2CCC2(C)C(O)CCC12 (stereo not given) | 2.6µM* | . | 1.8µM*

Compound activity from PubChem.
